# aSyn tox rescue – qHTS of alpha-syn Inhibitors: NCGC Sytravon Library Screen; S. cerevisiae alpha-synuclein toxicity rescue, BacTiter-Glo growth, 24 h; Potency, µM (highest dose often 46.1 µM), without a hit: at the top dose growth rescue (activation), usual class: activators; actives 0.02% (n = 94,000); active = well fitted activation curve with a large enough effect; inconclusive = small, poorly fitted or top-dose-only effect; also: 0% is about no effect
#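 Growth restoration measured by BacTiter-Glo luminescence after 24 hr at 30 deg C; alpha-synuclein yeast, raffinose-pregrown to mid-log, were added at OD600=0.02 in galactose medium onto pinned compounds.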
# An asterisk follows results filed as active; ? = inconclusive; & = joins results of further samples; [ ] = dose if it differs, or a comment. Potency is read from the fitted curve at half-maximal effect. These rows are one share of the data; the hit share may differ from the screen's.
# Start of the data: the first two entries as a preview:
SMILES,aSyn tox rescue
CC(C)CNC(=O)CN1c2cccc3cccc(c23)S1(=O)=O,4%
O=c1[nH]c(CSc2cccc[n+]2[O-])nc2ccccc12,-5%

# Main list (from the top)
SMILES,aSyn tox rescue
CC(C)CNC(=O)CN1c2cccc3cccc(c23)S1(=O)=O,4%
O=c1[nH]c(CSc2cccc[n+]2[O-])nc2ccccc12,-5%
O=c1c(-c2ccc3c(c2)OCCO3)coc2cc(OC3OC(CO)C(O)C(O)C3O)ccc12 (stereo unspecified),-1%
CCOC(=O)c1ccc(-n2c(-c3ccc(C)cc3)c(C)n3c4c(=O)n(C)c(=O)n(C)c4nc23)cc1,-2%
COc1ccc(-c2nc(SCC(=O)Nc3cccc(S(N)(=O)=O)c3)n[nH]2)cc1,-46%[inhibitor]
Cc1ccc(NC2c3ccccc3C(=O)N2c2cccnc2)cc1 (stereo unspecified),10%
O=C(COC(=O)/C=C/c1ccc(Cl)cc1Cl)Nc1cccc(S(=O)(=O)NC2=NCCC2)c1,-2%
COc1cc2c(cc1OC)C(CNC(=O)C=Cc1cc(OC)c(OC)c(OC)c1)C2 (stereo unspecified),-5%
Cc1ccc(NC(=O)Cn2nc(C(F)(F)F)c3c2CCCC3)cc1,-4%
O=C(Nc1ccccc1F)c1ccc(-c2ccccc2)s1,-8%
Cc1nn2c(-c3cccc(NC(=O)c4ccccc4)c3)nnc2c2ccccc12,-7%
COc1ccccc1CNC(=O)C1CCN(c2nc3ccc(C)cc3[nH]2)CC1,0%
CCOc1ccc(C(=O)Nc2ccc(-c3nc4ccccc4s3)c(C)c2)cc1OCC,3%
CCCCCC(=O)NC(=S)NC1C2CC3CC(C2)CC1C3 (stereo unspecified),-27%
COc1ccc(CC(=O)NCc2cccc(Cl)c2)cc1S(=O)(=O)N1CCOCC1,-4%
CN(C)S(=O)(=O)N(CC(=O)NCCSCc1c(F)cccc1Cl)c1ccccc1,6%
CCC(C)NC(=O)c1cccc(C)c1 (stereo unspecified),5%
Cc1ccc(S(=O)(=O)N2CCCc3cc(NC(=O)c4ccc(Cl)cc4)ccc32)cc1,4%
CCCSc1nc2c(c(=O)[nH]1)C(c1ccc(O)c(OCC)c1)CC(=O)N2 (stereo unspecified),-9%
Cn1c(=O)c2c(-c3cccc(Br)c3)n(CCO)cc2n(C)c1=O,-10%
CCOC(=O)NC(=O)COC(=O)c1cccc2ccccc12,-14%
CN(C)c1ccc(CNc2nc(-c3ccco3)nn2S(=O)(=O)c2ccc3ccccc3c2)cc1,2%
Cc1nc(-n2nc(C)c(CCC(C)C)c2C)sc1C(=O)Nc1ccc(Cl)cc1,-4%
Cc1nnc(NC(=O)CSc2ccc(-c3cccnc3)nn2)s1,-1%
CCOC(=O)c1c(-c2ccccc2)csc1NC(=O)c1cc(-c2ccc(Br)cc2)on1,2%
O=c1c(N2CCCCC2)csc2ccc(F)cc12,0%
COC(=O)/C(=N\Nc1ccccc1)Sc1nnc(-c2ccc(OC)cc2)n1C,18%
Cc1nc(N2CCOCC2)c2c(C(=O)NCc3ccc(Cl)cc3)c(C)oc2n1,-14%
Cc1cccc(NC(=O)C2CCCN(S(=O)(=O)c3c(C)noc3/C=C/N(C)C)C2)c1C (stereo unspecified),-2%
COc1ccccc1CNC(=O)c1cc2c(=O)n(Cc3cccs3)ccc2nc1C,6%
CC(=O)Nc1ccc(NC(=O)CCOc2cc(C)ccc2C)cc1,-6%
COc1cc(NC(=O)c2cc(C3CC3)nc3c2c(C)nn3-c2ccc(C)cc2)cc(OC)c1,-10%
C[C@H]1CN([C@@H](C)CO)S(=O)(=O)c2ccc(Br)cc2O[C@H]1CN(C)C(=O)c1cnccn1,-6%
Cc1ccccc1S(=O)(=O)Nc1ncnc2ccccc12,8%
CCCCn1c(N)c(N(CC(C)C)C(=O)CC2OC(=O)c3ccccc32)c(=O)[nH]c1=O (stereo unspecified),-3%
CCOc1ccc(NC(=O)c2cccc(S(=O)(=O)NCc3cccnc3)c2)cc1,-4%
CCN(CC)CCCNC(=O)c1cc2c(-c3cccc(OC)c3)nn(C)c2s1,-11%
COc1ccc(S(=O)(=O)Nc2c(C)n(C)n(-c3ccccc3)c2=O)cc1Br,4%
CC(=O)c1c(C)[nH]c(C(=O)Nc2ccc(Cl)cc2F)c1C,-12%
C[C@@H]1CN([C@H](C)CO)C(=O)CCCn2cc(nn2)CO[C@H]1CN(C)S(=O)(=O)c1cccc(C#N)c1,10%
O=C(Nc1cccc(S(=O)(=O)N2CCCCC2)c1)c1ccc2ccccc2n1,-5%
Cc1cccc(N2CCN(C(=O)c3ccc(NC(=O)c4nsc5ccccc45)cc3)CC2)c1C,4%
Cc1cccc(-n2c(SCC(=O)Nc3ccccc3Cl)nc3n[nH]c(C)c3c2=N)c1,?
Cc1cc2c(cc1S(=O)(=O)N1CCC(C)CC1)OCC(=O)N2,6%
CCOc1ccccc1CNC(=O)C1CCN(S(=O)(=O)c2c(C)noc2/C=C/c2ccccc2F)CC1,8%
COCC#Cc1ccc2c(c1)O[C@@H](CN(C)S(=O)(=O)c1cccc(F)c1)[C@@H](C)CN([C@H](C)CO)S2(=O)=O,-5%
CCc1nnc(NS(=O)(=O)c2ccc(NC(=S)NC(=O)/C=C/c3cccs3)cc2)s1,8%
Cc1[nH]cnc1C(=O)N/N=C/c1ccc([N+](=O)[O-])s1,-5%
Cc1ccc(-n2c(=O)c3c(cnn3C)n(CC(=O)Nc3cccc(Cl)c3)c2=O)cc1,-9%
O=C1OCC(c2ccc(Cl)s2)=C1c1ccccc1[N+](=O)[O-],-48%[inhibitor]
CCOc1ccc(C(=O)/C=C/c2cn(CC(O)CN3CCCCCC3)c3ccccc23)cc1 (stereo unspecified),1%
Cc1ccc(C(=O)COC(=O)C(CC(C)C)NC(=O)C2CCC(C)CC2)cc1 (stereo unspecified),-12%
Nc1c(CO)nnn1-c1ccccc1,-11%
Cc1c(Cl)cccc1NC(=O)c1ccc2c(c1)CCCN2S(C)(=O)=O,-1%
CC(=O)c1ccc(N2CCN(S(=O)(=O)c3ccc(-c4cc(C)no4)s3)CC2)cc1,3%
CC(=O)c1cccc(NC(=O)CCc2nc3cccnc3n2Cc2cccs2)c1,-10%
C[C@H]1CN([C@@H](C)CO)C(=O)CCCn2nncc2CO[C@H]1CN(C)S(=O)(=O)c1ccccc1,1%
O=S(=O)(Nc1cccc(-c2ccc(N3CCOCC3)nn2)c1)c1ccccc1C(F)(F)F,2%
Cc1ccc2nc(Nc3nc(C)cc(-c4ccccc4)n3)[nH]c(=O)c2c1,3%
CC(OC(=O)c1ccc(NC(=O)CC#N)cc1)C(=O)Nc1nc(-c2ccccc2)cs1 (stereo unspecified),-1%

# Going on with the list.
SMILES,aSyn tox rescue
CN(C)CCCCOc1ccc(F)cc1,-1%
COc1ccc(-c2csc3nc(C)nc(N4CCCCC4)c23)cc1OC,-5%
CCc1ccc(Nc2ccc3nonc3c2[N+](=O)[O-])cc1,-9%
CCCCSc1nc(C)nc2c1c(=O)n(C)c(=O)n2C,1%
CC1CN(S(=O)(=O)c2cc(C(=O)NCCC3=CCCCC3)ccc2Cl)CC(C)O1 (stereo unspecified),-4%
CC1CCN(C(=O)CSc2nnc(-c3ccco3)n2N)CC1,3%
CCN(C(=O)c1sc2nc3n(c(=O)c2c1C)CCCCC3)c1ccc(OC)cc1,9%
Cc1ccc(/C=C/C(=O)OCC(=O)N2CC(=O)Nc3ccccc32)o1,3%
CN(C)C(=O)C(OC(=O)c1ccc2c(c1)CCCC2)c1ccccc1 (stereo unspecified),7%
C[C@@H]1CN([C@@H](C)CO)C(=O)CCCn2nncc2CO[C@H]1CN(C)Cc1cccc(O)c1,-8%
CC(C)/C=C/C(=O)N1CCC(N2CCC(C(=O)NCC3CCCO3)CC2)CC1 (stereo unspecified),-10%
CCOC(=O)c1ccc(NC(=O)C2CCN(C(=O)N3CC(C)Oc4ccc(C)cc43)CC2)cc1 (stereo unspecified),5%
COc1ccc2nc(NC(=O)c3nc(SCc4cccc(C)c4)ncc3Cl)sc2c1,0%
O=C(NCCc1ccccn1)C1CCCN1S(=O)(=O)c1ccc(Cl)cc1 (stereo unspecified),13%
O=C(CSC1=NC2(CCCCCC2)N=C1c1ccccc1)Nc1ccc2c(c1)OCCO2,-14%
CCCCCCn1c(CN2CCCCC2CC)nc2c1c(=O)n(C)c(=O)n2C (stereo unspecified),-4%
Cc1cc(C)n(-c2nnc(Nc3cc(Cl)ccc3C)c3ccccc23)n1,12%
COc1ccc(N(CC(=O)NC2CCCCCCC2)S(=O)(=O)c2c(C)nn(C)c2C)cc1,-6%
O=C(NCc1ccccc1Cl)C(=O)NCC(c1ccco1)S(=O)(=O)c1cccs1 (stereo unspecified),-9%
COc1ccc(-n2nc3c(c2NC(=O)c2ccc(S(=O)(=O)N4CCOCC4)cc2)CS(=O)(=O)C3)cc1,2%

# Among those listed so far, 5 contain a furan ring, fused or not.
SMILES,aSyn tox rescue
CN(C)c1ccc(CNc2nc(-c3ccco3)nn2S(=O)(=O)c2ccc3ccccc3c2)cc1,2%
Cc1nc(N2CCOCC2)c2c(C(=O)NCc3ccc(Cl)cc3)c(C)oc2n1,-14%
CC1CCN(C(=O)CSc2nnc(-c3ccco3)n2N)CC1,3%
Cc1ccc(/C=C/C(=O)OCC(=O)N2CC(=O)Nc3ccccc32)o1,3%
O=C(NCc1ccccc1Cl)C(=O)NCC(c1ccco1)S(=O)(=O)c1cccs1 (stereo unspecified),-9%

# Pulled by structure from above (2):
SMILES,aSyn tox rescue
O=C(CSC1=NC2(CCCCCC2)N=C1c1ccccc1)Nc1ccc2c(c1)OCCO2,-14%
CN(C)CCCCOc1ccc(F)cc1,-1%

# Continued.
SMILES,aSyn tox rescue
COc1cc(Cl)c(NC(=O)C(NS(=O)(=O)c2cccs2)C(C)C)c(OC)c1 (stereo unspecified),-8%
COc1ccc(C(CC(=O)Nc2ccc(F)c(Cl)c2)N2Cc3ccccc3C2=O)cc1OC (stereo unspecified),10%
COC(=O)c1cc(OC)c(OC)cc1NC(=O)c1cc(C(C)(C)C)oc1C,11%
C[C@@H]1CN([C@H](C)CO)C(=O)CCCn2nncc2CO[C@H]1CN(C)C(=O)Nc1ccnc(N2CCOCC2)c1,-3%
COc1ccc(N(C(=O)c2ccco2)C(C(=O)NC2CCCC2)c2cc(OC)c(OC)c(OC)c2)cc1 (stereo unspecified),-7%
COc1ccc(N2CCN(C(=O)CCCCn3c(=O)[nH]c4ccsc4c3=O)CC2)cc1,5%&-5%
CC(=O)CSc1nnc2cc(C)c3ccccc3n12,-7%
CCn1cc2nc(SCC(=O)Nc3ccccc3F)n(Cc3ccc(C)cc3)c(=O)c2n1,2%
COc1cc(-c2ccno2)ccc1S(=O)(=O)N1CCN(c2ccc(F)cc2)CC1,4%
CCOc1ccc(C(=O)Nc2ccc(-c3nc4cc(C)ccc4o3)cc2)cc1,-15%
O=C1CC(=O)Nc2cc(S(=O)(=O)N3CCOc4ccc(Cl)cc43)ccc2N1,0%
CN(CC(=O)Nc1c(Cl)cccc1Cl)C(=O)c1cccc(-n2cccc2)c1,-7%
COc1cc(NC(=O)c2ccc(C)cc2)ccc1NC(=O)c1cc2ccccc2o1,-8%
COc1ccc(C2=NN(c3ccc(C(=O)O)cc3)C(c3ccc(OC)c(OC)c3)C2)cc1 (stereo unspecified),-36%[inhibitor]
COc1ccc(Nc2nc3ccccc3nc2NS(=O)(=O)c2ccc(Cl)cc2)cc1OC,4%
CCOc1ccc(NC(=O)CCc2c(C)nc3cc(-c4ccc(Cl)cc4)nn3c2C)cc1,-3%
CC(SC1=NCCS1)C(=O)Nc1nnc(-c2ccc(Br)cc2)s1 (stereo unspecified),-8%
O=C(NCc1ccccc1)c1ccccc1,9%
CCOC(=O)Cn1cnc2onc(-c3ccc(F)cc3)c2c1=O,2%
Nc1ccccc1-c1nc2ccccc2s1,11%

# Some values from the entries so far.
# Reading for O=C(NCc1ccccc1)c1ccccc1 under aSyn tox rescue: 9%
# Reading for C[C@@H]1CN([C@H](C)CO)C(=O)CCCn2nncc2CO[C@H]1CN(C)C(=O)Nc1ccnc(N2CCOCC2)c1 under aSyn tox rescue: -3%
# Reading for COc1cc(-c2ccno2)ccc1S(=O)(=O)N1CCN(c2ccc(F)cc2)CC1 under aSyn tox rescue: 4%
# Reading for CCOC(=O)Cn1cnc2onc(-c3ccc(F)cc3)c2c1=O under aSyn tox rescue: 2%

# The listing continues.
SMILES,aSyn tox rescue
CCOC(=O)c1c(NC(=O)/C=C/c2ccc(OCC)cc2)sc2c1CCCC2,8%
COC(=O)C(CSCc1ccccc1)NC(=O)CSc1nc(C)cc(=O)[nH]1 (stereo unspecified),1%
CN1C(=O)C(CC(=O)Nc2ccc(F)cc2)N(Cc2ccco2)C1=S (stereo unspecified),-13%
CC1=C(C(=O)Nc2ccccc2C)C(c2cccnc2)n2nc(SCc3ccccc3)nc2N1 (stereo unspecified),-2%
COc1ccc(CCNC(=O)CCCn2c(=O)c3ccccc3n(CC(=O)Nc3ccccc3C)c2=O)cc1OC,0%
CCN1C(=O)c2ccccc2S(=O)c2ccc(C(=O)NCc3ccc(F)cc3)cc21 (stereo unspecified),3%
COc1ccc(CNC(=O)c2ccc(Cn3c(=O)c4cccn4c4cccnc43)cc2)c(OC)c1,9%
CN1C(C(=O)c2ccccc2)=C(NC(=O)c2ccc(F)cc2)c2ccccc2S1(=O)=O,-2%
Cc1ccnc(NC(=O)c2cccc(S(=O)(=O)N3CCN(c4ccccc4)CC3)c2)c1,-1%
COc1cccc(NC(=O)CN(C)C(=O)c2cc(-c3ccccc3)nc3ccc(C)cc23)c1,2%
CC(C)Nc1ccc(-c2nc(-c3ccncc3)no2)cc1[N+](=O)[O-],6%
C/C(=N\NC(=O)c1cc(C)nc2ccccc12)c1cccs1,-2%
Cc1cccc(-c2noc(-c3ccc(NCc4cccnc4)c([N+](=O)[O-])c3)n2)c1,2%

# Screens: PubChem, National Center for Advancing Translational Sciences (NCATS)
